Screens as filed in PubChem BioAssay.
TLR4-MyD88 inh = inhibitors of human TLR4-MyD88 binding. 16,000 tested, 0.06% active. inhibition, % at 10 µM. Cell-based TLR4-MyD88 binding inhibition assay; in the data active means inhibition above about 45%
KOR antag MB = antagonists of human kappa opioid receptor OPRK1, Maybridge library; Kappa-type opioid receptor (Homo sapiens), P41145; OPRK1 cells, antagonist mode, fluorescence readout; inhibition, % at 9 µM; 16,000 tested, 0.4% active; in the data active means inhibition above about 50%
S1P1 ag = activates the human S1P1 receptor; S1P1 agonist cell-based reporter assay; activation, % at 4.5 µM; 16,000 tested, 1.5% active; AID 1044, 2008; in the data active means activation above about 80%
rat GALR2 ag = agonists of rat galanin receptor 2 (GALR2); activation, % at 10 µM; cell-based GALR2 agonist screen; AID 833, 2007; Galanin receptor type 2 (Rattus norvegicus), O08726; 16,000 tested, 0.5% active; in the data active means activation above about 15%
Target sequence (O08726 whole entry, looked up): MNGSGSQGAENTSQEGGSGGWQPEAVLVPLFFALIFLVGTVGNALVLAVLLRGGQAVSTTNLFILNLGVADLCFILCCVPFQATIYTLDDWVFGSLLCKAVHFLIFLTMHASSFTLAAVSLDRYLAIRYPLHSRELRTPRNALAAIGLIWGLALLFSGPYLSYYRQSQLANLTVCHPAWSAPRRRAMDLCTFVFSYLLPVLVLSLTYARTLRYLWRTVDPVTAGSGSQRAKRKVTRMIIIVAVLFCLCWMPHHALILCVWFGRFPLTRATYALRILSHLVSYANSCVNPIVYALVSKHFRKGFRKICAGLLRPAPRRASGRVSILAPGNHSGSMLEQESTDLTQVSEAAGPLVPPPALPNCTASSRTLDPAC
NOTCH ag = agonists of NOTCH signaling; NOTCH signaling luciferase reporter cells, luminescence; activation, % at 2.5 µM; 15,000 tested, 0.4% active; in the data active means activation above about 2.2%
PME-1 Maybridge = inhibitors of human PME-1 in Maybridge library; Protein phosphatase methylesterase 1 (Homo sapiens), Q9Y570; recombinant PME-1, FP-Rh probe fluorescence polarization; inhibition, % at 9 µM; 16,000 tested, 0.5% active; AID 2291, 2010; in the data active means inhibition above about 30%
luminol inh ctr = counter-screen for Nox1 inhibitors: inhibitors of luminol chemiluminescence; HRP/luminol/H2O2 chemiluminescence counterscreen; inhibition, % at 6.7 µM; 16,000 tested, 0.4% active; AID 1823, 2009; further: reference of the scale not given here
Nox1 inh = inhibitors of human NADPH oxidase 1 (Nox1); HT29 cells, luminol chemiluminescence ROS; inhibition, % at 6.7 µM; 16,000 tested, 0.81% active; Q9Y5S8
Target sequence (Q9Y5S8 whole entry, looked up): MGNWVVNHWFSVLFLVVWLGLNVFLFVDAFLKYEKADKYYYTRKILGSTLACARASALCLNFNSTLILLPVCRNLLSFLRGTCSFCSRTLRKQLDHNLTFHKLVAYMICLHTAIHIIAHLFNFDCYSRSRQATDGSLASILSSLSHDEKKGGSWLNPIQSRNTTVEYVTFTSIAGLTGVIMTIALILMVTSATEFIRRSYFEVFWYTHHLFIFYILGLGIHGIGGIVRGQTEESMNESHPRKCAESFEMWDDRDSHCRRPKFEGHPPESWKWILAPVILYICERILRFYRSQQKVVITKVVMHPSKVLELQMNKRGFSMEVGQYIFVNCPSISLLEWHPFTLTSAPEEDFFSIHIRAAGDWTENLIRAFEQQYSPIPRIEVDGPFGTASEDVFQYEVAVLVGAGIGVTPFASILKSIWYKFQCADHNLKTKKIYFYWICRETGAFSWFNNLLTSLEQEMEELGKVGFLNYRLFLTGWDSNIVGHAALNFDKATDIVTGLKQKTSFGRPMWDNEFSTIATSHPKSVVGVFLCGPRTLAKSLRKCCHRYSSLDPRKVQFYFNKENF
Active calls of the source: *; · = not tested or not shown. Unless noted, no stated cut-off is given here; in the data, active means inhibition above about 75%; inactive means the rest. This is a subset, so the mix of outcomes need not match the whole.

SMILES	TLR4-MyD88 inh	KOR antag MB	S1P1 ag	rat GALR2 ag	NOTCH ag	PME-1 Maybridge	luminol inh ctr	Nox1 inh
Cn1c(SC/C(N)=N/OC(=O)c2cccs2)nnc1-c1ccc(C(C)(C)C)cc1	-12	8	-16	-7	·	7	-7	-12
O=C(CN1CCCCC1)NN1CC(=O)N(c2ccc(F)cc2)CC1=O	16	6	3	-9	0.9	-2	4	-1
COc1ccc(N)c([N+](=O)[O-])c1	7	3	-3	-8	-1.1	-1	4	-42
CC(=O)Nc1cccc(Cl)c1	-3	-14	-9	-6	-0.2	6	-5	-43
Cc1ncc([N+](=O)[O-])n1CCOC(=O)c1ccc(Cl)cc1Cl	-6	-15	-28	-5	-0.7	1	2	-18
Cc1nc(-c2cccnc2)nc(N2CCCN(Cc3ccc(F)cc3)CC2)c1Cl	-2	9	-19	-9	-1.2	-1	-2	-20
C[n+]1ccc(CCc2cc[n+](C)cc2)cc1	15	-12	-4	-5	-0.4	5	1	-1
N#CC1CN(Cc2cccs2)CN(Cc2cccs2)C1	10	-15	16	-6	-0.7	-2	2	-64
N#C/C(=C\c1cccc(OCc2ccccc2)c1)c1ccccn1	5	4	15	-8	-0.9	-5	-1	-51
c1ccc2c(c1)nnc1ccccc12	10	4	-15	-6	0.2	0	0	-33
CCOC(=O)c1cc(C)n(-c2cccc(F)c2C#N)n1	2	1	-15	-3	0.3	0	-3	-22
O=c1[nH]nc(-c2ccc(F)cc2)cc1Cc1ccccc1	2	-14	-29	-7	-0.6	9	-2	-20
COc1ccc(C(=O)c2cc3cc([N+](=O)[O-])ccc3o2)cc1	8	3	-17	-3	-0.1	-2	-4	-9
C#CCOc1ccc(C#N)cc1	0	-4	-5	-4	-0.3	2	-2	9
CC(=O)c1ccc(N2CCC(C(=O)c3ccccc3)CC2)c([N+](=O)[O-])c1	3	13	63	-10	-0.4	4	-1	1
Cc1cc(S(=O)(=O)OC(C)c2nc3ccccc3[nH]2)c(Cl)cc1Cl (centres undefined)	-4	-5	10	-8	-0.3	0	3	-37
Cc1nn(-c2ccccc2)nc1C(=O)NNC(=O)c1ccccc1	-3	4	-10	-5	-1.4	1	5	-66
Cc1ccc(S(=O)(=O)NC(=O)N2CCCN(C(=O)OC(C)(C)C)CC2)cc1	8	-19	11	-5	·	-3	4	-48
COCCCNC(=O)c1nc2ccccc2c(=O)n1NC(=O)c1c(F)cccc1F	6	0	-2	-7	-0.6	4	-5	-17
CCOC(=O)C1CCN(C(=O)Nc2c(-c3ccccc3)noc2C)CC1	-2	-1	-6	-10	2.7*	-1	0	-16
c1ccc2c(c1)CCCN2c1nc(N2CCOCC2)nc(N2CCOCC2)n1	1	1	-1	-6	-0.7	-2	3	-49
S=C(N/N=C/c1cccs1)N/N=C/c1cccs1	7	1	4	-6	-1.1	6	-8	60
COc1ccc(NC(=O)c2sc(-c3ccc4c(c3)CCO4)nc2C)cc1	-3	8	19	-3	-0.6	-4	3	-27
N#CCCN(Cc1ccccc1)C(=O)Nc1ccccc1	-8	11	-3	-5	-0.5	3	-5	-5
O=S1(=O)CC(N2CCCCC2)c2ccccc21 (centres undefined)	7	2	6	-5	-0.5	2	-3	-1

One compound at a time, from the list above:
Cn1c(SC/C(N)=N/OC(=O)c2cccs2)nnc1-c1ccc(C(C)(C)C)cc1 across the screens: TLR4-MyD88 inh = -12; KOR antag MB = 8; S1P1 ag = -16; rat GALR2 ag = -7; NOTCH ag = ·; PME-1 Maybridge = 7; luminol inh ctr = -7; Nox1 inh = -12
COCCCNC(=O)c1nc2ccccc2c(=O)n1NC(=O)c1c(F)cccc1F across the screens: TLR4-MyD88 inh = 6; KOR antag MB = 0; S1P1 ag = -2; rat GALR2 ag = -7; NOTCH ag = -0.6; PME-1 Maybridge = 4; luminol inh ctr = -5; Nox1 inh = -17

(continued)
SMILES	TLR4-MyD88 inh	KOR antag MB	S1P1 ag	rat GALR2 ag	NOTCH ag	PME-1 Maybridge	luminol inh ctr	Nox1 inh
Cc1nccc(-c2cccc(NN=C(C#N)C#N)c2)n1	-3	-1	104*	-9	0.4	0	26	-68
N/C(=N\OC(=O)c1ccccc1)c1ccn[nH]1	·	12	-2	-7	-0.3	1	0	-4
CC(=O)NNC(=O)c1cccc([N+](=O)[O-])c1	2	-5	-17	-5	0.1	-2	0	-21
CN(C)c1cc(C(F)(F)F)cnc1C#N	-15	2	-8	-8	-0.1	-1	0	-33
COc1ccc(CCN=Cc2ccccn2)cc1OC	-5	18	-7	-3	0.0	4	0	-13
CC(C)(C)c1ccc(C(=O)NNC(=S)Nc2ccc3c(c2)OCO3)cc1	18	16	-3	-5	-0.4	6	10	6
OC(CNc1ccc(Cl)cc1)CSc1ccc(Cl)cc1 (centres undefined)	7	-17	80	-1	-0.5	3	3	-58
N#CC(NCc1ccccc1)c1ccc(Cl)c(Cl)c1 (centres undefined)	-6	8	-7	-2	-0.6	0	-4	18
S=C1SCN(Cc2ccco2)CN1Cc1ccco1	-3	-4	-3	-9	-0.5	2	3	-2
Cc1nc(-c2cccnc2)nc(NCc2ccccc2)c1Cl	1	2	-17	3	-0.5	8	-4	6
CCOC(=O)c1csc(-c2ccc(C(F)(F)F)cn2)n1	4	-5	7	-10	0.3	-1	-2	-21
CCOC(=O)c1c(N=Cc2ccncc2)n[nH]c1C	-12	0	-5	-9	0.4	-1	4	-5
CC(=O)c1sc(-c2ccccc2)cc1NS(=O)(=O)c1ccc(C(F)(F)F)cc1	2	14	43	-7	-0.3	9	-2	7
NC(=S)c1c(Cl)cc(C(F)(F)F)cc1Cl	-7	-12	5	-6	-0.7	2	-3	-2
NNC(=O)c1ccc(Cl)cc1Cl	5	6	10	-4	0.3	16	7	-30
COC(=O)c1sc2scc(C)c2c1C	5	-1	-5	-3	0.2	-2	-2	-8
COc1ccc(/C=C(\C#N)S(=O)(=O)c2ccc(C(F)(F)F)cn2)cc1OC	1	-2	-1	-5	-0.1	2	4	-10
O=C(/C=C/c1cccs1)NC(=S)NNC(=O)Cn1nnc(-c2cc(Cl)cc(Cl)c2)n1	-1	20	30	-6	·	-22	2	8
O=C(Nc1ccc2n[nH]nc2c1)c1sc2ccccc2c1Cl	5	24	26	-3	-0.2	-18	2	-22
CN1C(=O)C(Cc2ccccc2)(c2ccccc2)c2ccccc21 (centres undefined)	7	-5	3	-10	-0.7	4	-6	-28
CNC(=S)Nc1ccc(Oc2ccccc2)cc1	4	-5	-34	-8	0.5	-4	-4	-20
Cc1ccc(-n2nc(C)cc2C)nn1	4	-10	-3	-9	-0.2	-2	0	-27
N/C(N=Nc1ccccc1)=N\Nc1ccccc1	·	8	9	-7	0.2	6	-11	-40
O=C(NC(=O)C1CCN(c2ncccc2[N+](=O)[O-])CC1)Nc1ccc(Cl)cc1	2	-2	0	-9	0.4	-1	2	0
O=c1[nH]cc([N+](=O)[O-])c(=O)[nH]1	6	10	-4	-4	0.1	-2	-2	-12
The listing continues:
SMILES	TLR4-MyD88 inh	KOR antag MB	S1P1 ag	rat GALR2 ag	NOTCH ag	PME-1 Maybridge	luminol inh ctr	Nox1 inh
Cc1onc(C(=O)N(C)C)c1-c1ccnc(=S)[nH]1	3	-14	-29	-2	0.0	0	24	-27
O=C(OCCSc1ccc(Cl)cn1)c1cccc(Cl)c1	-7	5	-2	-5	-0.4	4	-5	1
O=C(CN1CCN(Cc2ccccc2)CC1)Nc1ccc(C(F)(F)F)cc1Cl	3	-6	-8	-6	-0.1	4	0	-59
Cc1nc(C)c(S(=O)(=O)N2CCC(C(=O)c3ccccc3)CC2)s1	-8	-11	9	-3	0.9	5	-6	24
O=C(NCc1ccccn1)Nc1csc2ccccc12	9	7	11	-2	0.0	1	-4	15
Cc1csc(NC(=O)C(F)(F)F)c1-c1nc2ccccc2s1	-25	13	4	-9	0.2	0	-1	28
CCOC(=O)c1c(C)nn(-c2ccc(NC(=O)c3cccs3)cc2)c1C	-7	10	-12	-6	-0.1	2	-5	2
O=C(c1cc2ccccc2s1)N(Cc1ccccn1)Cc1ccccn1	-7	-5	4	-7	-0.5	7	-6	23
Cc1ccc(-c2[nH]ncc2Sc2ccc(C(F)(F)F)cn2)cc1	7	-11	-2	-6	-0.2	1	-1	-12
O=C1c2ccccc2C(=O)N1Cc1ccc(C2Nc3ccccc3-c3cccn32)o1 (centres undefined)	3	1	-18	7	-1.0	-6	2	-46
CCCCC1(Cc2ccccc2)C(=O)Nc2ccccc2C1=O (centres undefined)	11	-10	-44	-4	-0.1	7	-6	24
CC(=O)Nc1cc([N+](=O)[O-])ccc1-n1cc(C)c(C(F)(F)F)n1	50*	0	-3	-4	-0.3	-1	3	-33
Cc1nc2c(N)nnc(N)c2nc1C	1	24	2	-3	-0.1	8	-3	28
CCOC(=O)c1csc2ncc(C#N)c(=O)n12	-10	-12	7	-7	-0.4	0	-3	-2
CCc1sc(C(C)(C)C)cc1NC(C)=O	0	5	-5	-9	-0.3	0	2	-29
O=C1COc2ccccc2N1C(=O)c1ccc(Cl)cc1	-1	-3	-8	5	0.2	1	1	-39
Cn1cnc(S(=O)(=O)NC2CCN(Cc3c(F)cccc3Cl)CC2)c1	0	-8	12	-4	-0.3	5	-9	21
O=C(O)CSCC(=O)Nc1cccnc1	-6	17	1	-7	-0.8	-3	3	-37
CCOC(=O)c1cc(C#N)c(Sc2ccccc2N)nc1C(F)(F)F	-7	24	-11	-5	-0.5	10	-6	16
c1ccc(-c2nc(-c3ccncc3)n[nH]2)nc1	0	17	-21	-6	0.1	-6	2	-28
CC(C)(O)C#Cc1ccc(/C=N/Nc2ncc(Cl)cc2C(F)(F)F)cc1	-8	3	29	0	-0.1	0	11	-10
Fc1ccc(NC(=S)N2CCN=C2Nc2ccc(F)cc2)cc1	11	-9	-1	-7	-1.1	-2	-4	-50
CN(C)c1ccc(C2OCCN2C(=S)Nc2ccccc2F)cc1 (centres undefined)	1	-3	0	-6	0.2	6	-3	3
CSc1ccc(C(=O)NC(=O)Nc2cc(C)on2)s1	0	-9	-3	-4	-1.0	3	-7	-16
N#Cc1cccc(C(=O)Cc2cccc(Cl)c2)c1	5	5	-1	-2	0.1	1	-3	-42
New compounds follow:
SMILES	TLR4-MyD88 inh	KOR antag MB	S1P1 ag	rat GALR2 ag	NOTCH ag	PME-1 Maybridge	luminol inh ctr	Nox1 inh
N#CC(C#N)=CNC1CCSC1 (centres undefined)	-2	-15	3	-5	0.5	1	0	-49
Cn1nc(C(F)(F)F)c(-c2cccc(C(F)(F)F)c2)c1NC(=O)CSCC(=O)O	-4	-6	-8	-6	-0.4	-3	-1	3
CCOC(=O)n1c(=O)oc2ccccc21	3	9	0	-7	-0.2	7	-5	11
CCCc1c(C(=O)Nc2ncn[nH]2)cnn1-c1ccccc1	-1	9	14	-1	-0.2	9	-7	9
ONC=Nc1nonc1-c1cccnc1	5	-3	-2	-7	-0.8	-2	31	-27
CCOC(=O)C1CCN(CC(=O)Nc2ccc(C(F)(F)F)cc2Cl)CC1	-7	-10	-5	-6	-0.1	12	1	-22
Cc1c(C(=O)Nc2ccccc2)sc(N)c1C(N)=O	-9	-5	-4	-8	0.0	5	38	-19
CCOC(=O)C(C)Oc1ccc(NC(=O)C(Cl)Cl)cc1 (centres undefined)	10	1	6	0	1.2	6	-6	29
NC(=S)Nc1csc(C(F)(F)F)c1-c1ccccc1	-3	0	1	-6	-0.4	1	3	-34
Cc1nn(C)cc1/C=N/Nc1ncnc2c1cnn2C	1	10	-10	-7	0.0	1	2	-31
Cc1cc(C(=O)NCc2cc3ccccc3s2)nn1C	3	24	14	-2	-0.4	4	-4	21
O=C(Nc1cc(C(F)(F)F)ccc1N1CCC(C(F)(F)F)CC1)c1cccs1	9	15	0	-7	-0.9	-7	4	-104
NC(=S)N/N=C\Cc1nnnn1-c1ccc(Cl)cc1	3	29	9	-4	0.2	2	28	13

In the list so far, 8 have a nitro group on carbon.
SMILES	TLR4-MyD88 inh	KOR antag MB	S1P1 ag	rat GALR2 ag	NOTCH ag	PME-1 Maybridge	luminol inh ctr	Nox1 inh
COc1ccc(N)c([N+](=O)[O-])c1	7	3	-3	-8	-1.1	-1	4	-42
Cc1ncc([N+](=O)[O-])n1CCOC(=O)c1ccc(Cl)cc1Cl	-6	-15	-28	-5	-0.7	1	2	-18
COc1ccc(C(=O)c2cc3cc([N+](=O)[O-])ccc3o2)cc1	8	3	-17	-3	-0.1	-2	-4	-9
CC(=O)c1ccc(N2CCC(C(=O)c3ccccc3)CC2)c([N+](=O)[O-])c1	3	13	63	-10	-0.4	4	-1	1
CC(=O)NNC(=O)c1cccc([N+](=O)[O-])c1	2	-5	-17	-5	0.1	-2	0	-21
O=C(NC(=O)C1CCN(c2ncccc2[N+](=O)[O-])CC1)Nc1ccc(Cl)cc1	2	-2	0	-9	0.4	-1	2	0
O=c1[nH]cc([N+](=O)[O-])c(=O)[nH]1	6	10	-4	-4	0.1	-2	-2	-12
CC(=O)Nc1cc([N+](=O)[O-])ccc1-n1cc(C)c(C(F)(F)F)n1	50*	0	-3	-4	-0.3	-1	3	-33
